# Assay outcomes from PubChem.
# KCNH2 WT inh = inhibitors of human wildtype KCNH2 potassium channel; Q12809; U2OS, BacMam KCNH2, thallium flux FluxOr; hits give low values; activity change, % at 1.84 µM; actives 0.37% (n = 340,000);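 active = maximum activity change below -70%; inconclusive = maximum activity change between -70% and -50%; inactive = maximum activity change above -50%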; also: % is scaled to controls: 0 for no effect and ±100 for the full control effect
#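 U2OS cells were transduced with wild-type KCNH2 virus (2.03 x 10^8 / mL) for 4 h at room temperature, then cultured overnight at 37 C. Thallium flux was read with FluxOr dye. Rate constants were normalized to DMSO controls.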
# KCNH2 3.1 inh = KCNH2 3.1 (human) potassium channel inhibition; actives 0.95% (n = 340,000); activity change, % (tested at about 1.8 µM); U2OS KCNH2 3.1, thallium flux FluxOr; hits give low values; AID 720553;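 active = maximum activity change below -70%; inconclusive = maximum activity change from -70% to -50%; inactive = maximum activity change above -50%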;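 also: thallium influx rate constant from kinetic fluorescence after stimulation buffer; % is scaled to controls: 0 for no effect and ±100 for the full control effect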
#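 We transduce U2OS cells with the mutant 3.1 virus, culture them overnight, load FluxOr with Red40 quencher for 45 min, then add stimulation buffer and read kinetically for 2 min to derive a normalized rate constant.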
# A-T KAP1 phos = candidate therapy for ataxia-telangiectasia | […] A-T fibroblasts, KAP-1 phosphorylation AlphaLISA; neocarzinostatin DNA damage 30 min before lysis | Potency, µM (highest dose often 57.5 µM), for the others: at the highest dose activation, actives largely listed as activators | actives 0.19% (n = 320,000) | AID 485349; also: potency is read from the fitted curve at half-maximal effect; % of control where 0% means no effect; nearly all actives have a fitted effect of over 45% in size
#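 hTERT-immortalized A-T patient fibroblasts ([…]), 500 cells/well in OPTI-MEM, 1% FBS, got compounds for 60 min, then NCS for 30 min at 37C. Lysates were then assayed for phospho-KAP-1 by AlphaLISA (anti-pKAP1 donor, anti-KAP1 acceptor beads), 6 hr at 25C.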
# MBNL1-CUG inh = blocks human MBNL1 binding to CUG repeat RNA. TR-FRET MBNL1-His/biotin-(CUG)12 binding, 665/545 ratio. Potency, µM (titrated, usually from 57.5 µM), without a hit: at the top dose activity change, negative = inhibition, most hits filed as inhibitors. AID 2675. actives 0.036% (n = 280,000). Q9NR56; active = well fitted inhibition curve with a large enough effect in the signal ratio, with a control signal flat, not every such curve was filed as active; inconclusive = small, poorly fitted or top-dose-only effect, or effect the other way, or a change in a side signal; inactive = no such curve, though single readings can be large or run the other way; the % refers to the signal ratio; also: potency is read from the fitted curve at half-maximal effect; % is scaled to controls: 0 for no effect and ±100 for the full control effect
#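 TR-FRET readout: Ex 340 nm, 665/545 nm emission ratio, normalized to buffer-only (basal) and MBNL1-(CUG)12 controls. Complex of MBNL1-His with Biotin-(CUG)12, compounds 92 nM–58 uM, incubated 60 min at room temperature.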
# TRPV1 ag = human TRPV1 agonism; Q8NER1; TRPV1-expressing cells, Fluo-8 calcium influx, agonist mode; activation, % at 8.33 µM; actives 0.19% (n = 320,000); AID 540275; in the data active = activation above about 80%; inconclusive = between about 30% and that limit; also: 0% is about no effect
# Target sequence (Q8NER1 whole entry, looked up): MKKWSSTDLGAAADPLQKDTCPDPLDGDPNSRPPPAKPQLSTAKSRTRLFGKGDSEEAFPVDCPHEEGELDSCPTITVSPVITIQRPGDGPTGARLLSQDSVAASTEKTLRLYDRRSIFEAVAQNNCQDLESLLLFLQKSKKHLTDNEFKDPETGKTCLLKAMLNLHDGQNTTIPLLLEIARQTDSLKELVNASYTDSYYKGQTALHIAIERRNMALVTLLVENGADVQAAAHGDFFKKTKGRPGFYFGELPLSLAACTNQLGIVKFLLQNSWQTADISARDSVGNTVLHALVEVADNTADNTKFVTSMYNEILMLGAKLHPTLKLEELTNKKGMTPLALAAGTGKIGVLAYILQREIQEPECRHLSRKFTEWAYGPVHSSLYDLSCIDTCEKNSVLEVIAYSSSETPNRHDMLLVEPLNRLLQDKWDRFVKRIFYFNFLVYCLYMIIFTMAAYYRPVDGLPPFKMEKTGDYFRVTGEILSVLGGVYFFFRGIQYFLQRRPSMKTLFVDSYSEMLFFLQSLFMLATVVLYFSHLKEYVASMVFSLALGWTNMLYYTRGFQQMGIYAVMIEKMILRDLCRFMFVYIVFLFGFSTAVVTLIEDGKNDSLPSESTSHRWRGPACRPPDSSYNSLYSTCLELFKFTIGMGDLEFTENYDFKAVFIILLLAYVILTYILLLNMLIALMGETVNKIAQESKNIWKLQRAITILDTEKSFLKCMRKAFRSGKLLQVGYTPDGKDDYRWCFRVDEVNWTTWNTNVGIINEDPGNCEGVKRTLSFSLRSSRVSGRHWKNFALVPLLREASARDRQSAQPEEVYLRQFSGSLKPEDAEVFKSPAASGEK
#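 Cells expressing TRPV1 were dye-loaded with Fluo-8 and read kinetically: 10 s baseline, 3 min after compound (agonist portion), then 2 min after EC20 capsaicin (allosteric enhancer portion). Calcium-bound dye fluorescence at 480/520 nm.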
# GALK inhibitor = inhibitors of human galactokinase. Purified GALK, Kinase-Glo residual ATP luminescence. actives 0.007% (n = 270,000). Potency, µM (titrated, usually from 57.5 µM), inactives show top-dose activity change, negative = inhibition, actives largely listed as inhibitors. P51570; also: potency is read from the fitted curve at half-maximal effect; % is scaled to controls: 0 for no effect and ±100 for the full control effect
#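 The enzyme phosphorylates galactose (100 uM) using ATP (35 uM); inhibition is detected as higher residual ATP, quantified by bioluminescence after 1 h reaction at room temperature, pH 8.0.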
# MLL CXXC-DNA inh = MLL CXXC-DNA interaction inhibition | Q03164 | Potency, µM (top dose mostly 115 µM), for the others: at the top dose activity change, negative = inhibition, actives largely listed as inhibitors | actives 0.037% (n = 290,000) | AID 2662 | MLL-CXXC / FITC-HOXA9 DNA fluorescence polarization; active = well fitted inhibition curve with a large enough effect in the polarisation, with a control signal flat, not every such curve was filed as active; inconclusive = small, poorly fitted or top-dose-only effect, or effect the other way, or a change in a side signal; inactive = no such curve, though single readings can be large or run the other way; the % refers to the polarisation; also: potency is read from the fitted curve at half-maximal effect
#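 Steps: dispense CXXC domain solution (7 uM) → pin compounds or unlabeled HOX-A9 DNA control → 5 min ambient → add FLSN-HOX-A9 solution (50 nM) → spin → 30 min ambient → fluorescence polarization. Tris pH 7.5/NaCl/DTT/BSA buffer.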
# a7 integrin act = activators of alpha7 integrin expression for muscular dystrophy | alpha7betagal myoblasts, beta-gal FDG fluorescence, 48 h | Potency, µM (titrated, usually from 38.3 µM), for inactives: at the top dose activation, hits mostly activators | actives 0.064% (n = 350,000) | AID 624291;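 also: potency is read from the fitted curve at half-maximal effect; 100% = response of the positive control SU9516; nearly all actives have a fitted effect of over 60% in size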
#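 alpha7betagal+/- myoblasts (passage 13, 250/well) treated 48 h at 37C with compounds at 1:260 dilution of DMSO stock. Lysed, then beta-galactosidase activity read as FDG fluorescence (ex 480/em 540) after 30 min, with pre-read for autofluorescence.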
# S-ASM inh = human S-ASM enzyme inhibition. actives 0.006% (n = 340,000). placental ASM, HMU-PC fluorogenic substrate, 60 min. Potency, µM (highest dose often 57.5 µM), without a hit: at the top dose activity change, negative = inhibition, usual class: inhibitors; also: potency is read from the fitted curve at half-maximal effect
#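 HMU-PC0 cleavage (9 uM final) by human placental ASM, 60 min at 37 °C following 10 min compound exposure at RT; stopped at pH 10, fluorescence Ex 386/Em 447 nm.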
# FBPA coupling cs = coupling enzyme interference in Giardia aldolase counter-screen; activity change, negative = inhibition, % at 58.2 µM, hits read low; AID 2472; actives 0.67% (n = 290,000); coupling enzyme system counterscreen, AmpLite Red fluorescence; in the data active = activity change below about -30%; also: % is scaled to controls: 0 for no effect and ±100 for the full control effect
#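 Final compound at 57.5 uM, incubated 10 min at RT with coupling enzyme reagent (glyceraldehyde-3-phosphate), then 20 min with substrate and AmpLite Red detection. Fluorescence read at 525/598 nm; tests interference with the coupling assay, not aldolase inhibition.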
# The depositor's hits bear a star; i = inactive; ? = inconclusive; . = no result given; [ ] = remark or other dose. Unless noted, calls follow the shape of the dose curve; as a rule, active = well fitted curve in the direction sought with a large enough effect; inconclusive = small, poorly fitted or top-dose-only effect, or another doubt; inactive = no such curve, though single readings can be large; an effect the other way counts as inactive or inconclusive. Rows were taken by chance. About 2% of those tested had a hit in this group.
SMILES,KCNH2 WT inh,KCNH2 3.1 inh,A-T KAP1 phos,MBNL1-CUG inh,TRPV1 ag,GALK inhibitor,MLL CXXC-DNA inh,a7 integrin act,S-ASM inh,FBPA coupling cs
O=C(/C=C/c1ccccc1)Nc1ccc(C(=O)N2CCCCC2)cc1,i,-7,-2%,?,3,2%,-8%,1%,-1%,-2
CC(C)(C)NC(=O)C(c1ccncc1)N(C(=O)c1csnn1)c1cccc2ccccc12 (configuration not stated),1,-11,-2%,1%,0,-1%,?,0%,-2%,0
CCn1c(SCc2c(Cl)cccc2Cl)nc2nc3c(cc2c1=O)CCCC3,-35,-2,.,.,.,.,.,-21%,-7%,.
COC(=O)c1cc2sc(Cl)cc2n1CC(=O)N1CCCc2ccccc21,3,-6,6%,-7%,-3,6%,4%,-25%,-4%,-2
COCCNC(=S)Nc1ccccc1Cc1ccccc1,2,6,-1%,-1%,13,0%,13%,-25%,3%,2
CN[C@H](C(=O)NC[C@H]1O[C@@H](n2cnc3c(N)ncnc32)[C@H](O)[C@@H]1O)[C@@H](C)OCc1ccccc1,-1,1,7%,.,.,.,.,7%,-6%,.
COc1ccc(CCNS(=O)(=O)c2cccc(S(=O)(=O)N3CCCC3)c2)cc1OC,0,-2,-3%,-3%,3,5%,-8%,3%,-2%,0
Cc1nnc(N/N=C/c2c(O)n(-c3cccc(C(F)(F)F)c3)c(=O)c3ccccc23)[nH]c1=O,.,.,4%,-1%,0,.,11%,.,.,-4
COC(=O)COc1ccc(C2Nc3c(Cl)ccc(C(=O)O)c3C3C=CCC32)cc1 (configuration not stated),-2,8,-3%,?,0,-3%,-16%,1%,-3%,-3
Cc1cc(C)n(Cc2ccc(C(=O)O)cc2)n1,-10,8,.,-8%,-3,1%,-7%,22%,15%,1
O=C(Nc1ccn(Cc2ccc(Cl)cc2)n1)c1ccccc1,-7,3,-2%,-8%,16,9%,8%,10%,0%,0
COc1ccnc(Nc2cccc(C)c2)c1C#N,4,-20,8%,7%,4,-3%,?,27%,23%,0
C/C(=N/NC(=O)Cc1c(C)[nH][nH]c1=O)c1ccc(O)cc1,-3,-8,-1%,-1%,3,0%,?,34%,7%,-3
O=C(c1sc2ccccc2c1Cl)N(Cc1ccccc1)C1CCS(=O)(=O)C1 (configuration not stated),-3,4,3%,11%,23,-3%,5%,19%,-7%,.
CC(C)Cc1ccc(/C=C/C(=O)N2CCOCC2)cc1,-5,-47,0%,.,?,-1%,9%,0%,-2%,0
CN(C)c1cc[n+](Cc2c(Cl)cccc2Cl)cc1,3,2,1%,5%,2,0%,-8%,-58%[inhibitor],-3%,-1
COc1ccc([C@H]2CC(=O)C=C(c3cc(C=O)ccc3OC)C2)cc1,28,-10,7%,.,?,.,.,-16%,-8%,.
COc1cccc(-c2ccc3c(N)c(C(=O)NC4CC4)sc3n2)c1,-2,-12,0%,?,6,1%,-9%,-16%,37%,-2
O=C(Nc1c2c(nn1-c1ccc(F)cc1)CS(=O)C2)C12CC3CC(CC(C3)C1)C2 (configuration not stated),7,-5,-2%,13%,2,0%,-5%,-20%,0%,0
Cc1ccn2c(-c3n[nH]c(=S)n3Cc3ccccc3)c(C)nc2c1,8,-2,0%,-26%[11.5 µM],3,.,0%,16%,4%,0
COc1ccc(CNC(=O)C(c2ccncc2)N(C(=O)Cc2cccs2)c2ccccc2)cc1 (configuration not stated),5,-2,-1%,.,-2,1%,6%,-5%,8%,3
O=Cc1ccc(C(=O)OCC(=O)N2CCCC2)cc1,-1,-9,0%,11%,-1,4%,6%,2.5µM*,1%,1
O=C(Nc1nnc(S(=O)(=O)N2CCCCC2)s1)c1ccc(Cl)cc1,-16,31,-2%,-4%,0,.,.,0%,-3%,-14
CCOC(=O)c1cccc(NC(=O)COC)c1,-11,1,2%,1%,-4,0%,1%,2%,1%,-1

# Single records (already shown). Screens in order: KCNH2 WT inh | KCNH2 3.1 inh | A-T KAP1 phos | MBNL1-CUG inh | TRPV1 ag | GALK inhibitor | MLL CXXC-DNA inh | a7 integrin act | S-ASM inh | FBPA coupling cs
# O=C(c1sc2ccccc2c1Cl)N(Cc1ccccc1)C1CCS(=O)(=O)C1 (configuration not stated) in the list: -3 | 4 | 3% | 11% | 23 | -3% | 5% | 19% | -7% | .
# O=C(Nc1nnc(S(=O)(=O)N2CCCCC2)s1)c1ccc(Cl)cc1 in the list: -16 | 31 | -2% | -4% | 0 | . | . | 0% | -3% | -14
# CN(C)c1cc[n+](Cc2c(Cl)cccc2Cl)cc1 in the list: 3 | 2 | 1% | 5% | 2 | 0% | -8% | -58%[inhibitor] | -3% | -1
# O=Cc1ccc(C(=O)OCC(=O)N2CCCC2)cc1 in the list: -1 | -9 | 0% | 11% | -1 | 4% | 6% | 2.5µM* | 1% | 1
# COc1ccc([C@H]2CC(=O)C=C(c3cc(C=O)ccc3OC)C2)cc1 in the list: 28 | -10 | 7% | . | ? | . | . | -16% | -8% | .

# Next part:
SMILES,KCNH2 WT inh,KCNH2 3.1 inh,A-T KAP1 phos,MBNL1-CUG inh,TRPV1 ag,GALK inhibitor,MLL CXXC-DNA inh,a7 integrin act,S-ASM inh,FBPA coupling cs
O=C(CCCN1C(=O)c2ccccc2C1=O)Nc1nnc(C2CC2)s1,-2,4,-3%,5%,0,15%,-2%,11%,3%,1
COc1ccccc1NC(=O)Cn1c(CN2CCCCC2)nc2ccccc2c1=O,0,-5,2%,-5%,13,1%,-7%,5%,0%,0
Cc1noc(C)c1COc1ccc(C(=O)NCC2CCCO2)cc1 (configuration not stated),-3,10,8%,0%,0,-1%,-6%,2%,1%,1
CC(=O)c1cnc2nc(SCc3ccc(Cl)cc3)nn2c1C,-5,13,1%,-4%,-5,3%,7%,-7%,-6%,3
COc1ccc(C(=O)n2nc(-c3ccccc3)nc2SC)cc1,-12,1,14%,-5%,-14,-3%,119%[activator],-15%,0%,3
COc1ccc([N+](=O)[O-])cc1NC(=S)NC(NC(=O)C(c1ccccc1)c1ccccc1)C(Cl)(Cl)Cl (configuration not stated),-15,4,-2%,21%,-4,0%,8%,-47%[inhibitor],-24%,9
CCC(=O)c1cccc(-c2ccccc2)c1CC,1,7,.,.,.,.,.,12%,-4%,.
Cc1ccc(NC(=O)CSc2ccc(-c3ccccn3)nn2)cc1,5,-14,3%,16%,7,-1%,-8%,-23%,-1%,1
O=C(c1ccccc1)n1ccc(-c2cnc(-c3ccccc3)s2)n1,2,-1,-3%,3%,6,0%,286%[activator],3%,475%,3
COc1ccccc1C1CCN(Cc2ccccc2)CC1,19,0,-9%,-7%,4,-1%,-8%,-11%,2%,0
O=C(CN(Cc1ccccc1F)C(=O)Cn1nnc(-c2cccs2)n1)NC1CCCCC1,3,-6,-6%,-1%,0,1%,7%,-15%,-3%,5
COc1cc(C2C3=C(CCCC3=O)OC3=C2C(=O)CCC3)ccc1OCC(=O)Nc1ccccc1,2,7,8%,-4%,-3,-5%,-4%,-5%,.,1
CC1CCN(S(=O)(=O)c2ccc(NC(=O)c3cccs3)cc2)CC1,-6,4,0%,8%,?,-4%,-7%,21%,-8%,0
COc1ccccc1-c1nnc(SCC(=O)N2CCC(C)CC2)o1,-11,2,-3%,-9%,30,7%,6%,-46%[inhibitor],1%,3
CCN(C(=O)CSc1nnc(Cn2nnc3ccccc32)o1)c1nc(-c2ccccc2)cs1,-3,-11,.,-8%,-7,5%,28%,-31%,-17%,2
O=C(C[n+]1ccccc1)N/N=C/c1ccccc1F,3,-3,-1%,-11%,1,0%,-4%,-2%,1%,2
CCOC(=O)c1cc(C(=O)c2cc(F)ccc2O)coc1=N,0,13,13%,3%,4,2%,2%,-12%,117%[activator],1
Cc1ccc(S(=O)(=O)n2nc(OC(=O)c3cccs3)cc2N)cc1,14,-12,17%,-8%,-5,-4%,181%[activator],9%,-3%,1
Cc1cnc(C(=O)OC(C)C(=O)NC2CCCc3ccccc32)cn1 (configuration not stated),2,6,-7%,.,0,.,.,-9%,0%,.
COc1cc([N+](=O)[O-])cc([N+](=O)[O-])c1NC(=O)N1CCOCC1,20,-7,-5%,?,1,6%,-1%,-16%,-1%,-21
Cc1nc(COc2cccc(Cl)c2)sc1C(=O)/C=C/N(C)C,-6,5,-21%,12%,3,5%,-2%,-11%,-2%,1
